Screens from PubChem BioAssay.
Insulin prom up: MIN6 insulin promoter up-regulation; AID 1625; MIN6 insulin promoter-GFP reporter, high-content imaging; active compounds read high; z-score at 5 µM; 190,000 compounds, 0.3% hits;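 active = z-score above 3 at 5 µM with at least 500 cells counted in the well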
Hep lipid drop: modulators of hepatic lipid droplet formation; AML12 mouse hepatocytes, oleate lipid droplets, BODIPY imaging; inhibition, % at 6.5 µM; 240,000 compounds, 0.4% hits; AID 1656;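 active = lipid droplet intensity inhibited by at least 50%, with more than 500 cells counted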
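Material: mouse AML12 hepatocyte cell line, fixed after treatment; Timing: compound with oleate, overnight; Technique: high-content imaging of BODIPY-stained droplets and DAPI nuclei; Probe or stimulus: oleate, 100 µM final; Dosing: compound at 6.5 µM only.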
ER stress rescue: rescue of cells from ER stress-induced death, primary screen, 384-well, CSM14.1, thapsigargin, ATP luminescence (AID 1222). 190,000 tested, under 10 active. CSM14.1 thapsigargin-induced death rescue, ATP luminescence; higher % means a stronger effect. one-dose cellular ATP content (survival), % at 20 µM; EC50 in µM for titrated hits;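 active = EC50 below 50 µM in the dose-response confirmation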;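 note: death triggered by thapsigargin at about 15 µM added after 2 h compound pretreatment; cell ATP read after overnight thapsigargin exposure of roughly 18 to 22 hours; normalized against plate controls of thapsigargin alone and 5% DMSO vehicle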
PhoP inhibition: inhibitors of PhoP regulon expression, primary screen, Salmonella Typhimurium, GFP reporter (AID 1863) | S. Typhimurium PhoP-regulated promoter GFP reporter, 4 h; higher % means a stronger effect | inhibition, % at 50 µM; hits with a dose series show IC50 in µM | 300,000 compounds, 0.16% hits;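 active = inhibition over 29.93%, a cutoff 3 SD above the screen mean, later confirmed by dose response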;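 note: 0% = low Mg2+ inducing control and 100% = high Mg2+ repressing control; strong numbers were not always called active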
T cell HTS: T cell immune modulators affecting CD8 T cell-vesicle binding; 330,000 compounds, 0.068% hits; calls only at 7 µM; AID 2052; 2C CD8+ T cell-vesicle binding, flow cytometry; active compounds read low;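 active = response, share of CD8 T cells binding vesicles, and their 90th percentile fluorescence all below set limits, cut at about 80% in these data, passing the limit was not always enough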
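Assay system – 2C mouse CD8+ T cells · Also added – QL9-loaded Drosophila micro-vesicles · Timing – Cell–vesicle co-incubation 1.5 h at 37 °C, staining 20 min on ice · Signal – flow cytometry of vesicle-bound cells · Measure – percent CD8+ FL2 mean versus row control · Controls – Peptide-free naked vesicles (low) and QL9 vesicles with 0.7% DMSO vehicle (high)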
MT stabilizer: microtubule stabilizers in HeLa cells; HeLa tubulin immunostaining HCS, 24 h; share of cells brighter than vehicle mean+2SD; % tubulin-high responders, % at 10 µM; 200,000 compounds, 0.83% hits; AID 2205;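 active = plate Z-score above 3 for both tubulin-high and condensed-nucleus cell shares, with cell loss under 80%, at 10 µM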;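 note: anti alpha tubulin signal scored within the nucleus-defined area of each cell; some results filed as inactive read as strong as hits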
Autophagy mod: modulators of autophagy; MEF GFP-LC3 puncta imaging; test concentration mostly 10 µM; AID 463193; calls only at 10 µM (by protocol); 190,000 compounds, 0.98% hits;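 active = percentage of spot-positive cells more than 3 SD above its plate mean, without a fluorescence outlier flag or 80% toxicity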;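 note: spot-positive cell cutoff set from DMSO-treated cells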
b-catenin transl: alters nuclear translocation of beta-catenin in HeLa cells; 190,000 compounds, 0.3% hits; immunofluorescence imaging; nuclear translocation activity, % at 5 µM; AID 1665;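 active = nuclear translocation activity above 50% at 5 µM, with a well cell count of 50 or more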;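 note: per-cell ratio of nuclear to cytoplasmic median beta-catenin stain intensity; plate controls were DMSO negative control for no effect and GSK-3 inhibitor IX positive control for full effect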
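Test system: human HeLa cell line; Doses: 5 µM primary, 0.02–20 µM confirmation; Incubation: 24 h compound exposure, 37°C; Detection: beta-catenin immunofluorescence imaging with DAPI; Read-out: beta-catenin nuclear/cytoplasmic ratio, % activation.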
Dynein transport: blocks dynein driven cargo transport along microtubules. 3617.4 mouse cells, GR-EGFP nuclear translocation imaging; test concentration mostly 20 µM; stimulated with dexamethasone, 1 µM; active compounds read low. z-score, hits read low. 220,000 compounds, 0.47% hits. AID 1381;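 active = plate z-score of nuclear minus cytoplasmic receptor signal below a set negative limit, without overly bright fluorescence or cell loss, cut at about -3.5 in these data, passing the limit was not always enough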;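 note: z-score of nuclear minus cytoplasmic ring GR-EGFP intensity difference per well; some compounds called inactive have numbers as strong as hits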
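Medium: Induction medium lacking tetracycline, stripped serum | Probe or stimulus: 1.0 µM final dexamethasone stimulus | Schedule: 48 h induction, then 1 h compound, then 30 min agonist, 37 °C | Signal: Automated 10x imaging of fixed Hoechst-stained cells | Evaluation: Per-cell GR-EGFP intensity, nucleus versus surrounding cytoplasmic ring, well-averaged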
Dynein transport cytoplasmic EGFP: second read-out of Dynein transport, no call of its own (marks repeat the call); z-score; measured here: cytoplasmic GR-EGFP intensity; active compounds read high
Dynein transport nuclear GR-EGFP: recorded beside Dynein transport, whose call it bears; z-score; measured here: nuclear GR-EGFP intensity;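 lower value marks the stronger effect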
Dynein transport cell count: also measured in Dynein transport; calls as there; z-score; measured here: cell count per field
Insulin prom up cell count: second read-out of Insulin prom up, no call of its own (marks repeat the call); cell count; measured here: cytotoxicity, nuclei count;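 total cells summed across four imaged fields per well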
Hep lipid drop cells 6.5 µM: also measured in Hep lipid drop; calls as there; cell count; measured here: cell count, cytotoxicity flag;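 cells counted across two imaged fields per well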
b-catenin transl cell count 5 µM: also measured in b-catenin transl; calls as there; cell count; measured here: cell count, cytotoxicity flag
T cell HTS vesicle-bound %: second read-out of T cell HTS, no call of its own (marks repeat the call); double positive events, %; measured here: CD8+ vesicle-bound cell fraction;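 binding gate set so that unloaded-vesicle control wells show 10% double positive cells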
MT stabilizer Hoechst-high %: also measured in MT stabilizer; calls as there; % Hoechst-high responders; measured here: nuclear condensation Hoechst responders;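 share of cells brighter than vehicle mean plus two SD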
MT stabilizer cytotoxicity %: recorded beside MT stabilizer, whose call it bears; toxicity, %; measured here: cytotoxicity by cell density;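 0% = mean cell density of plate MIN control wells and 100% = no cells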
Autophagy mod cell loss 18 h: further read-out of Autophagy mod, marked with its call; toxicity, %; measured here: cell loss, nuclei count;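 cell loss after 18 h compound exposure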
* hit, by the source's call; i = inactive; . = no result given.

smiles	Insulin prom up	Insulin prom up cell count	Hep lipid drop	Hep lipid drop cells 6.5 µM	ER stress rescue	PhoP inhibition	T cell HTS	T cell HTS vesicle-bound %	MT stabilizer	MT stabilizer Hoechst-high %	MT stabilizer cytotoxicity %	Autophagy mod	Autophagy mod cell loss 18 h	b-catenin transl	b-catenin transl cell count 5 µM	Dynein transport	Dynein transport cytoplasmic EGFP	Dynein transport nuclear GR-EGFP	Dynein transport cell count
COc1cccc(-n2c(Cc3cc(=O)[nH]c(=O)[nH]3)nnc2SCc2cccnc2)c1	0.19	951	.	.	-0.9%	-0.3%	i	40.4	3.7	2.1	5.9	i	4.0	.	.	0.617	1.01	0.705	-0.303
O=C(CCn1c(=S)oc2ccccc21)NC1CCCCCC1	-0.02	1404	-0.1	717	.	-6.2%	i	26.5	.	.	.	.	.	-2.9	1141	-0.795	-0.252	-0.569	0.757
Cc1sc2ncnc(SCC(=O)NC(=O)c3cccn3C)c2c1C	-0.04	1221	3.5	674	3.3%	-9.0%	i	40.6	3.9	2.3	2.6	i	-5.6	0.7	1069	-1.31	-0.158	-0.229	1.24
O=C(NNS(=O)(=O)c1ccccc1)c1cnn(-c2ccccc2)c1-n1cccc1	.	.	.	.	-1.1%	0.5%	i	34.8	1.5	2.9	14.2	i	7.3	.	.	1.58	-0.183	0.449	-1.04
Cc1ccc(NC(=O)Cn2c(C)cc(C)c(C#N)c2=O)c(Cl)c1	-0.11	1389	.	.	-2.7%	-21.1%	i	18.0	5.8	3.0	3.4	i	17.8	-0.6	894	-0.532	-0.208	-0.0267	0.272
CC1CCN(c2ncnc3c2cnn3-c2ccccc2)CC1	0.88	944	.	.	-0.2%	1.7%	i	39.4	1.6	4.4	5.0	i	-7.4	.	.	0.185	-0.177	0.345	-0.00204
CC1=Nc2cc(C(=O)NCC3CCCO3)ccc2Sc2ccc(Br)cc21 (stereo unspecified)	-0.44	863	-6.1	719	.	-3.9%	i	40.5	.	.	.	.	.	5.8	1171	0.499	-0.173	0.693	-0.499
CC(c1nnc(SCC(=O)Nc2sccc2C#N)n1-c1ccc(Cl)cc1)N(C)C (stereo unspecified)	-1.21	1031	.	.	2.1%	-5.9%	i	8.3	2.1	1.8	20.1	i	-26.7	.	.	0.382	-0.299	0.537	0.483
O=C(NC1CCCc2ccccc21)C1CCN(S(=O)(=O)c2cnc[nH]2)CC1 (stereo unspecified)	-0.19	1716	6.0	633	-1.8%	6.9%	i	34.6	3.4	2.0	5.5	i	-4.9	1.2	1004	0.264	-0.165	0.538	0.0972
Cc1sc2ncnc(NCCCn3ccnc3)c2c1C	-3.16	1122	.	.	-1.0%	-3.6%	i	28.8	1.8	1.3	12.4	i	-18.2	0.1	1216	-0.324	-0.213	-0.17	0.43
CCCCC(=O)NCCc1cc2ccc(OC)cc2[nH]c1=O	-0.01	1193	-7.0	729	-0.4%	-8.7%	i	42.6	1.7	2.0	7.7	i	-3.2	-3.9	1214	0.44	-0.266	0.39	-0.648
CC(O)Cn1nc([N+](=O)[O-])nc1N (stereo unspecified)	-0.37	1252	1.9	714	.	9.7%	i	32.7	2.5	2.2	15.9	i	-13.0	-2.2	1110	1.21	-0.209	0.151	-0.688
Cc1noc(C(=O)NCc2ccccc2)c1Cl	0.98	926	.	.	-1.0%	10.4%	i	17.9	2.7	4.0	5.6	i	16.1	.	.	-0.155	-0.207	0.192	0.26
CCC(C)NC(=O)CSc1ccc(NC(C)=O)cc1 (stereo unspecified)	.	.	9.4	772	-0.7%	-10.1%	i	45.3	1.8	1.6	5.2	i	-7.9	.	.	0.837	-0.277	1.09	0.703
O=C(O)c1ccc(C2CCCCC2)cn1	1.14	1369	7.6	723	-3.3%	-21.7%	i	13.9	2.2	1.8	7.2	i	-4.2	.	.	-0.575	-0.159	-0.324	0.841
Cc1cccc(NC(=S)NNC(=O)c2ccc(Br)o2)c1	-1.12	1509	.	.	-0.5%	-5.3%	i	26.8	1.9	1.7	4.0	i	16.6	-1.2	1480	0.859	-0.232	0.794	0.0141
Cc1ccc(S(=O)(=O)NNC(=O)C2CC=CCC2C(=O)O)cc1 (stereo unspecified)	0.29	1200	8.6	685	1.6%	4.3%	i	47.2	2.9	3.8	6.4	i	-5.5	1.2	1003	0.323	-0.262	0.174	-1.56
O=C(Cc1ccccc1)NNC(=O)Nc1ccccc1	-0.33	1638	7.8	716	-1.3%	3.3%	i	15.7	3.6	2.3	5.3	i	5.0	-2.6	984	1.23	-0.29	0.951	-0.706
CCC(=O)OCC(=O)Nc1cc(S(=O)(=O)N(C)C)ccc1Cl	0	1262	15.6	691	0.8%	3.6%	i	30.6	6.9	2.1	6.3	i	-5.9	-0.3	1088	0.245	-0.262	0.402	-0.435
O=C(Nc1ncc(S(=O)(=O)c2ccc([N+](=O)[O-])cc2)s1)c1cccnc1	.	.	27.3	699	.	-3.7%	i	31.1	.	.	.	.	.	0.8	1293	-2.04	-0.136	-0.407	0.371
COc1cccc(CN2CCNC(=O)C2CC(=O)NCc2cc(C(C)C)no2)c1 (stereo unspecified)	0.47	1432	13.1	747	2.3%	-3.4%	i	56.9	1.9	2.2	6.1	i	-2.0	-1.0	1030	1.25	0.135	0.626	-0.858
Cc1ccc(NC(=S)Nc2ccccn2)cc1C	0.36	1105	-15.0	752	.	-3.1%	i	58.4	.	.	.	.	.	-0.8	1365	0.573	-0.023	0.308	-0.715
COC(=O)CN1C(=O)CSc2ncccc21	0.29	1343	2.3	677	-3.5%	5.0%	i	17.8	5.4	1.3	9.2	i	14.4	-1.2	967	-0.274	-0.00995	0.218	0.804
Cc1cccc(N2CCN(C(=O)c3ccc4nc[nH]c4c3)CC2)c1C	0.33	1299	-3.5	478	-1.3%	3.9%	i	7.2	2.3	2.0	0.0	i	11.9	-0.5	479	-0.209	-0.316	-0.185	0.319
Nc1nc(Sc2ccc(C(F)(F)F)cc2[N+](=O)[O-])n[nH]1	.	.	8.5	796	-0.1%	12.3%	i	32.0	1.6	0.6	2.3	i	-8.0	-6.7	1057	2.36	0.157	1.82	-1.44

Complete entries, looked up by structure.
`O=C(NC1CCCc2ccccc21)C1CCN(S(=O)(=O)c2cnc[nH]2)CC1` (stereo unspecified) reads Insulin prom up: -0.19; Insulin prom up cell count: 1716; Hep lipid drop: 6.0; Hep lipid drop cells 6.5 µM: 633; ER stress rescue: -1.8%; PhoP inhibition: 6.9%; T cell HTS: i; T cell HTS vesicle-bound %: 34.6; MT stabilizer: 3.4; MT stabilizer Hoechst-high %: 2.0; MT stabilizer cytotoxicity %: 5.5; Autophagy mod: i; Autophagy mod cell loss 18 h: -4.9; b-catenin transl: 1.2; b-catenin transl cell count 5 µM: 1004; Dynein transport: 0.264; Dynein transport cytoplasmic EGFP: -0.165; Dynein transport nuclear GR-EGFP: 0.538; Dynein transport cell count: 0.0972
`CCC(C)NC(=O)CSc1ccc(NC(C)=O)cc1` (stereo unspecified) reads Insulin prom up: .; Insulin prom up cell count: .; Hep lipid drop: 9.4; Hep lipid drop cells 6.5 µM: 772; ER stress rescue: -0.7%; PhoP inhibition: -10.1%; T cell HTS: i; T cell HTS vesicle-bound %: 45.3; MT stabilizer: 1.8; MT stabilizer Hoechst-high %: 1.6; MT stabilizer cytotoxicity %: 5.2; Autophagy mod: i; Autophagy mod cell loss 18 h: -7.9; b-catenin transl: .; b-catenin transl cell count 5 µM: .; Dynein transport: 0.837; Dynein transport cytoplasmic EGFP: -0.277; Dynein transport nuclear GR-EGFP: 1.09; Dynein transport cell count: 0.703

Entries listed so far with a nitro group on carbon (3):
smiles	Insulin prom up	Insulin prom up cell count	Hep lipid drop	Hep lipid drop cells 6.5 µM	ER stress rescue	PhoP inhibition	T cell HTS	T cell HTS vesicle-bound %	MT stabilizer	MT stabilizer Hoechst-high %	MT stabilizer cytotoxicity %	Autophagy mod	Autophagy mod cell loss 18 h	b-catenin transl	b-catenin transl cell count 5 µM	Dynein transport	Dynein transport cytoplasmic EGFP	Dynein transport nuclear GR-EGFP	Dynein transport cell count
CC(O)Cn1nc([N+](=O)[O-])nc1N (stereo unspecified)	-0.37	1252	1.9	714	.	9.7%	i	32.7	2.5	2.2	15.9	i	-13.0	-2.2	1110	1.21	-0.209	0.151	-0.688
O=C(Nc1ncc(S(=O)(=O)c2ccc([N+](=O)[O-])cc2)s1)c1cccnc1	.	.	27.3	699	.	-3.7%	i	31.1	.	.	.	.	.	0.8	1293	-2.04	-0.136	-0.407	0.371
Nc1nc(Sc2ccc(C(F)(F)F)cc2[N+](=O)[O-])n[nH]1	.	.	8.5	796	-0.1%	12.3%	i	32.0	1.6	0.6	2.3	i	-8.0	-6.7	1057	2.36	0.157	1.82	-1.44

Rows are unselected (roughly 3% active in at least one column).
